GIRK2 activator: Activates human GIRK2-containing potassium channels; AID 1259324; 34,000 tested, under 10 active; activation (% efficacy), % for hits at 37.5 µM; P48051; HEK293 GIRK2/NPY4 cells, thallium flux fluorescence;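 active means primary screen hit, no activity in plain HEK293 cells, and in GIRK2-only cells above 5% efficacy rising with concentration; inactive means the rest, including fluorescent compounds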;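 further: efficacy is normalized control-subtracted fluorescence 15 s after thallium addition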
Target sequence (P48051 whole entry, looked up): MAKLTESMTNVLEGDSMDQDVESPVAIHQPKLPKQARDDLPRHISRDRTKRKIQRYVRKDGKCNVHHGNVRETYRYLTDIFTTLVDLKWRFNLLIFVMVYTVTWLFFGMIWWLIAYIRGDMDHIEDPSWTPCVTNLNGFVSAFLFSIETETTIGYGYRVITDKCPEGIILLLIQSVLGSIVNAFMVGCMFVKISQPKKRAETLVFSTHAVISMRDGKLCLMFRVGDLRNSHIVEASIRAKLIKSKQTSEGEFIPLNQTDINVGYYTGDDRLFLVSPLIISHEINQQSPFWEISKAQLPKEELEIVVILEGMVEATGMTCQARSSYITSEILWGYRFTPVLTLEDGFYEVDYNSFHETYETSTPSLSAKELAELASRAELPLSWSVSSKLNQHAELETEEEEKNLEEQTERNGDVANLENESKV
Calls only; i = inactive.

A first look (five entries):
smiles	GIRK2 activator
COc1ccc(S(=O)(=O)NCC2CCN(Cc3ccco3)CC2)cc1OC	i
CCOc1ccc2ccccc2c1C(=O)NCC(O)c1ccc(C(F)(F)F)cc1 (stereo not drawn)	i
CS(=O)(=O)Nc1ccc(CC(=O)NCc2cccs2)cc1	i
Cc1ccc(C(C)C)cc1S(=O)(=O)N1CCC2(CC1)NC(=O)N(Cc1ccccc1)C2=O	i
COc1ccccc1-c1nnc2ccc(OCCNC(=O)c3c(F)cccc3F)nn12	i

Results, from the first entry:
smiles	GIRK2 activator
COc1ccc(S(=O)(=O)NCC2CCN(Cc3ccco3)CC2)cc1OC	i
CCOc1ccc2ccccc2c1C(=O)NCC(O)c1ccc(C(F)(F)F)cc1 (stereo not drawn)	i
CS(=O)(=O)Nc1ccc(CC(=O)NCc2cccs2)cc1	i
Cc1ccc(C(C)C)cc1S(=O)(=O)N1CCC2(CC1)NC(=O)N(Cc1ccccc1)C2=O	i
COc1ccccc1-c1nnc2ccc(OCCNC(=O)c3c(F)cccc3F)nn12	i
Cc1ccc(S(=O)(=O)c2nc(-c3ccccc3C)oc2N2CCC(C(N)=O)CC2)cc1	i
CCOC(=O)Cc1csc(NC(=O)CN2CCC(c3nnc(-c4ccc(F)cc4)o3)CC2)n1	i
COc1ccc(CCC(=O)NCCCn2cccc2)cc1	i
CCCC(=O)N(CCN1CCOCC1)c1nc2c(F)cc(F)cc2s1	i
O=C(NCc1nc2ccccc2n1Cc1ccc(Br)cc1)c1ccco1	i
COc1ccc(S(=O)(=O)Nc2nc(C(=O)Nc3ccc(Cl)cc3)cs2)cc1	i
COc1ccc(Cl)cc1NC(=O)C(=O)NCC(c1ccc(C)cc1)N1CCOCC1 (stereo not drawn)	i
O=C(Cc1nnc(-c2ccccn2)o1)NCc1ccccc1Cl	i
O=C(/C=C/c1cccs1)NCC1CCN(C(=O)COc2ccccc2)CC1	i
COc1ccc(SCCC(=O)Nc2nc(-c3ccc([N+](=O)[O-])cc3)cs2)cc1	i
COc1ccc(N2C=C(C#N)S(=O)(=O)c3ccc(Cl)cc32)c(OC)c1	i
O=C(c1cc(=O)c2ccccc2o1)N1CCN(c2nccn2-c2cccc(Cl)c2)CC1	i
Cc1cc(NC(=O)c2cccc(S(=O)(=O)C(C)C)c2)no1	i
CC(C)N1CCC(CNC(=O)c2c(F)cccc2F)CC1	i
O=C(/C=C/c1ccc([N+](=O)[O-])cc1)Nn1cnc2c(cnn2-c2ccccc2)c1=O	i
CN(C)C(CNC(=O)C(=O)Nc1ccc2c(c1)OCCO2)c1ccco1 (stereo not drawn)	i
COc1ccc2nc(-c3ccc(NC(=O)Cc4ccc(Cl)cc4)cc3)cn2n1	i
Cn1cccc(C(=O)N2CCC(CNS(=O)(=O)/C=C/c3ccccc3)CC2)c1=O	i
COc1cccc(N2C(=O)CN(C3CCCCCC3)C3CS(=O)(=O)CC32)c1 (stereo not drawn)	i
O=C(c1cccs1)N1CCOC(c2ccccc2)C1 (stereo not drawn)	i
CC(C)(C)n1nc2c(c1NC(=O)C(=O)NCCO)CSC2	i
Cc1nnc(NC(=O)c2ccc(S(=O)(=O)NC3CCCC3)cc2)s1	i
Cc1ccc(Nc2ccc(NS(=O)(=O)Cc3ccccc3)cc2)nn1	i
COC(=O)C12CC3CC(CC(NC(=O)c4cccc(-n5cnnn5)c4)(C3)C1)C2	i
Cc1ccc(S(=O)(=O)CCC(=O)N(CCN2CCOCC2)c2nc3ccccc3s2)cc1	i
COc1cc(-c2ccc(SC)nn2)cc(OC)c1OC	i
O=C(NCCCN1CCOC(c2ccccc2)C1)c1ccc(Cl)c(Cl)c1 (stereo not drawn)	i
O=C(NCCc1csc2nc(-c3cccs3)nn12)C1CC(=O)N(c2ccccc2)C1 (stereo not drawn)	i
CCCc1cc(=O)n(CC(=O)Nc2ccc(Cl)c(Cl)c2)cn1	i
O=C(Cc1cccs1)Nc1sc2ccccc2c(=O)c1-c1ccc2c(c1)OCO2	i
CN1CCN(C(CNC(=O)NC(C)(C)C)c2ccc3c(c2)OCO3)CC1 (stereo not drawn)	i
COCCn1c(SCC(N)=O)nnc1-c1cn(C)nc1OC	i
Cc1ccc(-c2ccc(=O)n(CC(=O)Nc3ccc4c(c3)OCO4)n2)cc1	i
CCCCOc1ccc(C(=O)N(Cc2ccccn2)Cc2ccco2)cc1	i
O=C(Cn1cnc(-c2ccc(Cl)cc2)cc1=O)NCC1CCCO1 (stereo not drawn)	i
Cc1cc(C)n(-c2cc(N3CCN(C(=O)Nc4ccc(F)c(Cl)c4)CC3)ncn2)n1	i
Cc1cc(C(=O)N2CCNC(=O)C2(C)C)n(C)n1	i
O=C(Cc1csc(Nc2ccccc2)n1)NC1CCCC1	i
CS(=O)(=O)Nc1ccccc1C1=NN(C(=O)CCC(=O)O)C(c2cccs2)C1 (stereo not drawn)	i
COc1cn(CC(=O)Nc2cccc(NC(C)=O)c2)c(CSc2nnnn2C)cc1=O	i

2 compounds drawn at random from those above, as already listed:
smiles	GIRK2 activator
COCCn1c(SCC(N)=O)nnc1-c1cn(C)nc1OC	i
CN1CCN(C(CNC(=O)NC(C)(C)C)c2ccc3c(c2)OCO3)CC1 (stereo not drawn)	i

(further entries)
smiles	GIRK2 activator
O=S(=O)(c1cc(F)ccc1F)N1CCN(CCn2ccnc2)CC1	i
Cc1cccc(NC(=O)CCc2csc(NC(=O)c3cccs3)n2)c1C	i
CCOC(=O)N1CCN(C(=O)CN2CCN(c3nccn3C)CC2)CC1	i
NC(=O)c1ccc(NC(=O)c2ccc(Cl)c(N3C(=O)CCS3(=O)=O)c2)cc1	i
CCCCn1c(SCc2nc(-c3ccc(Cl)cc3)no2)nc2ccsc2c1=O	i
COc1ccc(S(=O)(=O)Nc2ccc3c(c2)N(C(=O)c2ccco2)CC3)cc1F	i
O=C(NCCn1ncc2c(N3CCN(c4ccccc4)CC3)ncnc21)c1c(F)cccc1Cl	i
CCOCC(=O)NCC1CCN(C(=O)Nc2ccc(F)cc2)CC1	i
Cc1ccc2oc(=O)n(Cc3ccccc3Cl)c2c1	i
CCn1nnc2c(NCCCOC)ncnc21	i
COc1ccc(NC(=O)Cn2cc(OC)c(=O)cc2CSc2nccc(C)n2)cc1	i
Cc1cc(-c2nnc(NC(=O)CCSc3ccccc3)o2)nn1C	i
O=C(Cc1ccc(F)cc1)NCCCn1cccc1	i
Cc1cc(S(=O)(=O)N(Cc2ccsc2)C2CC2)c(Cl)cc1Cl	i
O=C(CCc1ccccc1)NNC(=O)c1cccn(Cc2ccc(F)cc2)c1=O	i
O=S(=O)(NCCc1ccsc1)c1ccc2c(c1)CCCC2	i
CN1C(=O)C(C)(C)COc2cc(NC(=O)C3(c4ccccc4)CCOCC3)ccc21	i
CC(C)N1CCC(CNS(=O)(=O)c2ccccc2F)CC1	i
O=C(CSc1nc(CC(=O)N2CCN(c3ccccc3)CC2)cs1)c1cccs1	i
O=C(c1ccccc1Cl)N1CCN(c2ccc(Nc3ccccn3)nn2)CC1	i
CC(C)(C)C(=O)Nc1nnc(Cc2ccc3c(c2)OCO3)o1	i
O=C(CCCS(=O)(=O)c1ccccc1)Nc1nc2ccc(F)cc2s1	i
CCOc1ccc2nc(NC(=O)C3CCN(S(C)(=O)=O)CC3)sc2c1	i
COc1cc(C(=O)N(C(=O)N2CCCCC2)c2cccc(Cl)c2)cc(OC)c1OC	i
COc1ccccc1CNC(=O)Cc1cc(-c2ccc3c(c2)OCO3)on1	i
CS(=O)(=O)N1CCC(CNC(=O)C(=O)Nc2ccon2)CC1	i
CS(=O)(=O)c1ccc(C(=O)Nc2nnc(Cc3ccc(Cl)s3)o2)cc1	i
Cc1nnsc1C(=O)N1CCC(CNC(=O)c2cc(-c3ccccc3)on2)CC1	i
O=C(NCCN1CCOCC1)C(=O)Nc1cc(F)ccc1F	i
O=C(c1csc(-c2ccccc2)n1)N1CCC(Cn2cccn2)CC1	i
C=CCSc1nnc(-c2ccccc2NC(=O)c2cccc(S(=O)(=O)N3CCCC3)c2)o1	i
CCOc1ccc(-c2ccc(OCCNS(=O)(=O)c3cc(C)cc(C)c3)nn2)cc1	i
COc1cccc2cc(-c3nnc(NC(=O)C4CCCCN4S(C)(=O)=O)o3)oc12 (stereo not drawn)	i
O=C(Nc1cc(F)ccc1F)c1ccc(S(=O)(=O)NCc2ccc3c(c2)OCO3)o1	i
O=C(CCCn1nc(-c2ccco2)ccc1=O)Nc1ccc(Oc2ccccc2)cc1	i
COc1ccc(Cl)cc1NC(=O)CC1=NS(=O)(=O)c2ccccc2N1	i
Cc1ccc(Cn2nc(C(=O)N3CCCc4cc(C)ccc43)ccc2=O)cc1	i
Cc1noc(C)c1CCC(=O)Nc1ccccc1NC(=O)c1ccsc1	i
CC(O)(CNC(=O)Cc1ccc(F)cc1)c1ccc2c(c1)OCO2 (stereo not drawn)	i
O=C(CCS(=O)(=O)c1ccccc1)Nc1nnc(Cc2ccc(Cl)s2)o1	i
O=C(Cn1c(CO)nc2ccccc21)N1CCCCC1	i
O=C(Cn1cnc2ccccc21)N1CC(c2nc(-c3ccc[nH]c3=O)no2)C1	i
CCN(CC)c1ccc(N2CCN(S(=O)(=O)c3ccc(OC)c(OC)c3)CC2)nn1	i
CC(C)c1ccc(NC(=O)Cn2nc3ccc(SCc4ccc(Cl)cc4)nn3c2=O)cc1	i
COc1ccc(CCC(=O)N(CCc2cccs2)Cc2cccnc2)cc1	i
CSc1ccccc1C(=O)N1CCC(c2cccs2)CC1	i
O=C(NCCNS(=O)(=O)CCOc1ccc(F)cc1)c1ccc(NC(=O)C2CC2)cc1	i
O=C(Cn1c(-c2cnccn2)nc2ccccc21)N1CCN(c2ccccc2F)CC1	i
CCOCC(=O)NCC1CCN(Cc2ccccc2SC)CC1	i
CC(O)(CNS(=O)(=O)c1ccc(C(F)(F)F)cc1)c1ccccc1 (stereo not drawn)	i
O=C(NCC1CCN(C(=O)Nc2ccc(F)cc2)CC1)c1ccccn1	i
COc1ccc(Nc2nc(N3CCN(c4ccccc4OC)CC3)nc3[nH]ncc23)cc1	i
O=C(CSc1ncccc1C(=O)O)c1ccc(F)cc1	i
O=C1C2N=NN(Cc3c(F)cccc3Cl)C2C(=O)N1c1ccc(Cl)cc1 (stereo not drawn)	i
COc1ccc(CCS(=O)(=O)NCC2CCN(C(=O)/C=C/c3ccco3)CC2)cc1	i
CCCC(C)c1nc(C(N)=O)c2[nH]c(=O)n(-c3ccc(OC)c(OC)c3)c2n1 (stereo not drawn)	i
O=C1CCc2cc(S(=O)(=O)NCCC3=CCCCC3)cc3c2N1CCC3	i
O=C(CCc1csc(NC(=O)c2ccco2)n1)NCc1nc2ccccc2[nH]1	i
CCn1nc(C(=O)Nc2nc(-c3ccc4c(c3)OCCO4)cs2)cc1C	i
Cc1cc(NC(=O)CCCc2ccccc2)n(C2CCS(=O)(=O)C2)n1 (stereo not drawn)	i

(list continues)
smiles	GIRK2 activator
CN(C)CCCNC(=O)C(=O)Nc1ccc2c(c1)OCCO2	i
Cc1ccc2c(c1)NC(SCC(=O)NCCC1=CCCCC1)=NS2(=O)=O	i
C#CCOCC(O)CN1CCN(C(=O)OCC)CC1 (stereo not drawn)	i
O=C(NCCCn1nc(-c2ccc(F)cc2)ccc1=O)c1ccccc1Cl	i
COc1ccccc1CCNC(=O)Cn1nc(C(=O)Nc2ccccc2)ccc1=O	i
Cc1cc(NC(=O)CC(C)(C)C)ccc1N1CCCCC1=O	i
CCCNC(=O)C(=O)Nc1ccc2c(c1)OCO2	i
CSc1ccc2nc(NC(=O)c3cc(C)no3)sc2c1	i
Cn1cccc1C(CNS(=O)(=O)c1ccc(Cl)s1)N1CCOCC1 (stereo not drawn)	i
CCOC(=O)N1CCN(C(=O)CCc2csc(NC(=O)c3ccc[nH]c3=O)n2)CC1	i
CN1CCN(n2c3c(c(SCC(=O)Nc4ccc(OC(F)(F)F)cc4)nc2=O)CCCC3)CC1	i
COc1ccc(Cl)cc1NC(=O)Nc1ccc2c(c1)CN(C(=O)C1CC1)CC2	i
Cn1nnc2c(=O)n(CC(=O)Nc3ccc(OC(F)(F)F)cc3)cnc21	i
CCOc1ccc(NC(=O)CSc2ncc(S(=O)(=O)c3ccc(CC)cc3)c(=O)[nH]2)cc1	i
CCOc1ccc(NC(=O)Cn2cc(OC)c(=O)cc2CSc2ccc(F)cc2)cc1	i
COc1ccc(NC(=O)CSC2=NC(C)(C)N=C2c2ccc(Cl)cc2)cc1	i
COc1ccc(Nc2nc(C)c([N+](=O)[O-])c(N3CCOCC3)n2)c(OC)c1	i
COc1cccc(C(=O)N2CCC(Cn3cnc4ccccc43)CC2)c1	i
Cc1ccnc(Nc2ccc(NCCNC(=O)/C=C/c3ccccc3)nn2)c1	i
CC(C)C(NC(=O)C12CC3CC(CC(C3)C1)C2)C(=O)NC1=NCCS1 (stereo not drawn)	i
Cc1nc2c(-c3ccccc3)cnn2c(NC(C)C)c1C	i
CCOc1ccc(C(=O)NCC(c2ccco2)N(C)C)cc1OCC (stereo not drawn)	i
COc1cccc(-c2ccc(=O)n(CCCC(=O)Nc3cccc4nsnc34)n2)c1	i
CCOC(=O)CCC(=O)Nc1ccc2c(c1)N(C(=O)COC)CCC2	i
COc1ccccc1-c1ccc(=O)n(CC(=O)N2CCN(c3ccc(-c4ccccn4)nn3)CC2)n1	i
Cc1ccc(=O)n(CCNC(=O)/C=C/c2ccc(F)cc2)n1	i
COc1ccc(-c2nnc(NCCc3ccc(OC)c(OC)c3)[nH]c2=O)cc1	i
COc1ccc(NC(=O)c2cc3c(=O)n4cccc(C)c4nc3n2C)cc1[N+](=O)[O-]	i

Screens as filed in PubChem BioAssay.

Only part of the results is shown (hit frequency here may not be typical).
